bIAP activator = intestinal alkaline phosphatase (bovine) activation; purified bovine IAP, CDP-star luminescence, 30 min; stronger effect = higher value; fold of DMSO-control signal, blank-subtracted; activation factor at 20 µM; 200,000 compounds, 0.17% hits;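 active = activation factor of 2 or more at 20 µM, a signal rise over negative controls twice the positive control's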
PMI act = phosphomannose isomerase (human) activation; P34949; purified human PMI, coupled resazurin fluorescence, 20 min; stronger effect = higher value; 1 = vehicle control, 0 substrate-free wells; activation factor at 20 µM; 190,000 compounds, 0.005% hits;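 active = activation factor of 2 or more at 20 µM, relative to plate controls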
Target sequence (P34949 whole entry, looked up): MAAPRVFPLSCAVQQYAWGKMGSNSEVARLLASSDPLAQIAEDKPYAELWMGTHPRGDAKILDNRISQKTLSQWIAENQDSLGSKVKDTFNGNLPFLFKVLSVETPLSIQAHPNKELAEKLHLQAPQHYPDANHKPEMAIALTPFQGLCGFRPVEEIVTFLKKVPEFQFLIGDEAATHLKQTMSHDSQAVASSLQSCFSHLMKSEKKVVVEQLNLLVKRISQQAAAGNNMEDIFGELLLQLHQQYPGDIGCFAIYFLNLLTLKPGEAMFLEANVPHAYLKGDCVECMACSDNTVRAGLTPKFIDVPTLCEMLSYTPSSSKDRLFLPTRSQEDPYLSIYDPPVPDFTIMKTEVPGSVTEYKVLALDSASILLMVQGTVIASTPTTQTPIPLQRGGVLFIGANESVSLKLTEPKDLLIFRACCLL
Diaph act CS = counter-screen for diaphorase-based assays: diaphorase activators and chemical reducers | Diaphorase/resazurin coupled assay, resorufin fluorescence, 16 min; stronger effect = higher value; 1 = vehicle wells, 0 = NADH-free wells | activation factor at 20 µM | 190,000 compounds, 0.005% hits | AID 1229;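 active = diaphorase activity raised at least twofold by the compound at 20 µM; inactive = activation factor below 2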
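Material: Clostridium kluyveri diaphorase, purified enzyme; Quantity: enzyme 0.07 U/mL final; Medium: HEPES pH 7.4 buffer with MgCl2 and Tween 20; Dosing: single compound dose of 20 µM, 1% DMSO final; Schedule: 16 min reaction at room temperature; Measured by: red resorufin fluorescence at 544/590 nm excitation/emission.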
TNAP inh noacc = TNAP (human) inhibition, acceptor-free conditions | P05186 | purified TNAP, CDP-star luminescence, 30 min | inhibition, % at 20 µM | 200,000 compounds, 0.26% hits | AID 1012;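 active = tissue-nonspecific alkaline phosphatase inhibition above about 50% at 20 µM in the single-dose screen, limit read from the data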;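 note: 0% = DMSO negative control and 100% = EDTA positive control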
Target sequence (P05186 whole entry, looked up): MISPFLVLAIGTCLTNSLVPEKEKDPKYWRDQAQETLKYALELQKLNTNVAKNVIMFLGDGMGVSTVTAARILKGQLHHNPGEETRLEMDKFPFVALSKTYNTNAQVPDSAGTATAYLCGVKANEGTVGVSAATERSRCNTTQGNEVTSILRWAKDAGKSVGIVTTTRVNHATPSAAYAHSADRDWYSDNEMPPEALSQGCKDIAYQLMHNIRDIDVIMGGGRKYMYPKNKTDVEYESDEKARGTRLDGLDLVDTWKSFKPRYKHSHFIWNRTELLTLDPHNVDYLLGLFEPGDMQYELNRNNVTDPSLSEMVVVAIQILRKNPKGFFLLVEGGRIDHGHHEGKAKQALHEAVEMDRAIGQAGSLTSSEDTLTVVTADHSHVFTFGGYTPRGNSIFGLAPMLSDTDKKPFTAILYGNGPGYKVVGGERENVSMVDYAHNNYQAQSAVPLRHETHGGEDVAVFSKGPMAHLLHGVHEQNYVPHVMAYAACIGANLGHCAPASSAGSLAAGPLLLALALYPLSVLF
PMI act satM6P = increases human PMI activity with near-saturating mannose 6-phosphate; P34949; coupled PMI enzyme assay, resazurin fluorescence, 20 min; stronger effect = higher value; 1 = untreated enzyme, 0 = substrate-free blank; activation factor at 20 µM; 190,000 compounds, 0.34% hits; AID 1216;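 active = activation factor of 2 or more at 20 µM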
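Material: human phosphomannose isomerase with PGI, G6PDH, diaphorase coupling enzymes; amount: PMI at 15 ng/mL final; also added: Mannose-6-phosphate 1.0 mM (near-saturating) plus 0.22 mM NADP+; incubation: enzyme reaction with compound 20 min at room temperature; signal: resorufin fluorescence (Ex 544/Em 590 nm) from resazurin via diaphorase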
L major viab = reduces viability of Leishmania major promastigotes; resazurin fluorescence viability; inhibition, % at 10 µM; 200,000 compounds, 9% hits; in the data active = inhibition above about 50%;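 note: promastigotes grown with compound for 44 hours at 28 °C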
bIAP inhibitor = intestinal alkaline phosphatase (bovine) inhibition. purified bovine IAP, CDP-star luminescence, 30 min. inhibition, % at 20 µM. 190,000 tested, under 10 active;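 active = over 50% inhibition of intestinal alkaline phosphatase at 20 µM in the single-dose screen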
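test system = bovine IAP enzyme | medium = DEA buffer 100 mM, pH 9.8, with MgCl2 1.0 mM, ZnCl2 0.02 mM | detection = luminescence | dosing = single compound dose of 20 µM, 2% DMSO final | incubation = 30 min reaction at room temperature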
Diaph inh CS = inhibits diaphorase or chemically oxidizes, flagging diaphorase assay artifacts; diaphorase resazurin-to-resorufin fluorescence, NADH, 16 min; bacterial (C. kluyveri) enzyme, not human; inhibition, % at 20 µM; 190,000 compounds, 0.69% hits; AID 1217;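 active = primary screen inhibition at 20 µM above a set limit, cut at about 50% in these data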;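 note: plate controls were DMSO with full reaction for no effect and wells lacking NADH for full effect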
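Detection: fluorescence of resorufin formed from resazurin, Ex 544/Em 590 nm; test system: Clostridium kluyveri diaphorase enzyme; amount: 0.14 U/mL diaphorase, enzyme working solution; times: 16-min room-temperature incubation before reading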
TNAP inh hiacc = blocks human TNAP under high phosphate acceptor concentration. P05186. purified TNAP, CDP-star luminescence, 1 M DEA. inhibition, % at 20 µM. 200,000 compounds, 0.03% hits. AID 1135;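 active = over 50% inhibition of tissue-nonspecific alkaline phosphatase at 20 µM in the single-dose screen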;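 note: plate controls were DMSO wells for no effect and EDTA-quenched wells as full inhibition for full effect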
TNAP act hiacc = activators of human TNAP at high phosphate acceptor concentration; P05186; activation factor at 20 µM; 200,000 tested, under 10 active; purified TNAP, CDP-star luminescence, 1 M DEA, 30 min; stronger effect = higher value; 0 = EDTA background, 1 = DMSO-only activity; AID 1136;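 active = activation factor at least 2 at 20 µM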
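Dosing: 20 µM single point. System: human TNAP. Amount: TNAP 1/800 final. Incubation: 30 min, room temperature. Read-out: TNAP activation factor scaled between EDTA and DMSO control wells. Signal: luminescence from CDP-star hydrolysis. Medium: 1 M DEA, pH 9.8, Mg2+, Zn2+. Control set: EDTA negative control, DMSO positive control.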
* = called active by the depositor; nt = no result given. An excerpt, so the mix of outcomes need not match the whole.

Every second line gives: bIAP activator	PMI act	Diaph act CS	TNAP inh noacc	PMI act satM6P	L major viab	bIAP inhibitor	Diaph inh CS	TNAP inh hiacc	TNAP act hiacc
Cc1ccc(C2C(S(C)(=O)=O)=C(O)C(=O)N2c2ccccc2)cc1 (stereo not given) (tested in a mixture with another compound)
→ 0.9	1	0.9	-3	1	-3	11	6	2	1
CC1=C(C(=O)O)N2C(=O)C(NC(=O)CCCC(=O)O)C2SC1 (stereo not given)
→ 1	1	1.1	-8	1	2	-1	-7	-6	1.1
c1ccc2c(CN3CCCCCC3)c[nH]c2c1
→ 1	nt	nt	-10	nt	57*	-4	nt	-4	1
COc1ccccc1OP(=O)(Nc1cccnc1)Oc1ccccc1OC
→ 0.9	1	1	12	1	10	8	5	2	1
COc1c(C)cc(C(=O)C2CCCN(C3CCOCC3)C2)cc1C (stereo not given)
→ 0.9	0.9	1	0	0.9	97*	6	2	2	1
Cc1nn(Cc2ccccc2)c(C)c1C(=O)NC1CCCc2ccccc21 (stereo not given)
→ 1.1	0.8	0.9	-11	0.8	1	-8	11	-1	1
CNC(=O)Oc1ccc2c(c1)C(=O)c1ccccc1CO2
→ 0.8	0.9	0.7	-2	0.9	1	19	28	7	0.9
C#CCOc1cc(C2C3=C(COC3=O)Nc3cc4c(cc32)OCO4)ccc1OC (stereo not given)
→ 1	1	0.9	-11	1.1	4	-2	11	-4	1
CCC12CN3CCN(CC(C3)/C1=N\O)C2
→ 0.8	1.1	0.9	-19	1.1	-4	19	6	-6	1.1
O=C(CCS(=O)(=O)c1ccc(Br)cc1)N1CCC2(CC1)OCCO2
→ 1	0.9	0.9	-6	0.9	-4	2	7	0	1
CCOc1c(Cl)cc(CNC(C)C(O)c2ccccc2)cc1OC (stereo not given)
→ 1.2	1	0.9	-11	0.9	10	-16	10	-4	1
O=C(N/N=C/c1c(O)n(Cc2ccc(F)cc2)c(=O)[nH]c1=O)c1ccccc1O
→ 0.9	0.8	0.6	9	1.2	-6	14	37	-2	1
CC[N+]12CCC(CC1)C(=C(c1ccccc1)c1ccccc1)C2
→ 0.9	1	1	-116	1	-8	12	1	-2	1
CC12CN3CC(C)(CN(C1)C3c1cccnc1)C2=O (stereo not given)
→ 0.9	1.1	0.9	-13	1	6	10	9	-7	1.1
CCN1CCN(c2cc(N3CCCC3)c([N+](=O)[O-])cc2F)CC1
→ 0.9	0.8	0.9	11	0.7	99*	5	10	21	0.8
CCN1C(=O)NC(=O)/C(=C\c2ccc(N3CCOCC3)cc2OC)C1=O
→ 1	1	1	-7	0.9	-3	-1	-2	-2	1
O=C1NC(=O)N(CCC2=CCCCC2)C(=O)/C1=C\c1cccs1
→ 1	1	0.9	18	1	55*	1	11	0	1
CC(C)c1ccc(O)c(CN2CCN(c3ccccc3)CC2)c1
→ 1	0.9	1	-5	0.9	18	4	4	-6	1.1
c1ccc2oc(N3CCNCC3)nc2c1
→ 1.1	0.9	0.8	-7	0.9	8	-7	20	-4	1
Cc1cccc(N2C(=O)NC(=O)/C(=C\c3ccc4c(c3)CCCN4Cc3ccccc3)C2=O)c1
→ 0.8	1.2	0.9	41	1.3	10	19	13	-1	1
C=C(CC1CC(O)[C@]2(C)OC3CC4OC5C[C@]6(C)O[C@]7(C)CCC8OC9C[C@]%10(C)OC%11C(C)=CC(=O)OC%11CC%10OC9C[C@@H](C)C8OC7CC6O[C@]5(C)C/C=C\C4OC3CC2O1)C(=O)O (stereo not given in full)
→ 1	1	0.9	-2	1	18	-1	5	2	1
O=C1CN=C(c2ccc(F)cc2)c2oc3ccccc3c2N1
→ 1.2	1	0.9	16	1.1	9	-22	10	-3	1
CC(=O)Nc1ccccc1C(=O)OCc1ccc(F)cc1
→ 0.9	1	0.9	-9	1	0	6	7	-6	1.1
COC(=NC1CCCC1)C(O)c1c[nH]c2ccccc12 (stereo not given)
→ 1	0.9	0.9	-6	0.9	-7	-1	13	2	1
CN1C(=O)NC(=O)C2(Cc3ccccc3N3CCOCC32)C1=O (stereo not given)
→ 1	0.9	0.8	-4	0.9	-3	3	16	-1	1
CC(C)NS(=O)(=O)c1ccc(OCC(=O)N2CCN(C)CC2)cc1
→ 1	1	0.9	-8	1	-6	-1	5	-2	1
CCC[N+]12CCC(CC1)C(=C(c1ccccc1)c1ccccc1)C2
→ 1	1	0.9	-18	0.9	1	-1	6	-2	1
C[C@@H]1O[C@@H](O[C@H]2C[C@@H](O)[C@]3(CO)[C@H]4[C@H](O)C[C@]5(C)[C@@H](C6=CC(=O)OC6)CC[C@]5(O)[C@@H]4CC[C@]3(O)C2)[C@H](O)[C@H](O)[C@H]1O
→ 0.9	1.1	1	-14	1	-5	10	-4	0	1
COc1ccc(N2C(=O)NC(=O)/C(=C/c3ccc(N4CCOCC4)cc3)C2=O)cc1
→ 1	1.2	1	-11	1.1	-6	5	1	0	1
CCc1ccc(OCCCN=C(C)c2c(O)n(C)c(=O)n(C)c2=O)cc1
→ 1	0.8	0.8	-5	0.8	-1	3	18	0	1
Cc1cccc(N2C(=O)NC(=O)/C(=C/c3ccc(N4CCOCC4)cc3)C2=O)c1
→ 1.1	1.1	0.9	-8	1.1	-4	-12	8	0	1
Cc1cccc(OCC(=O)N2CCN(Cc3ccc4c(c3)OCO4)CC2)c1
→ 1.1	0.9	0.8	-14	0.9	83*	-13	20	-6	1.1
CCCCN1CCC(O)(c2ccccc2)C(C(=O)c2ccccc2)C1 (stereo not given)
→ 1.1	1.1	1	-9	1.1	97*	-12	-4	-3	1
O=c1[nH]c(=O)n(Cc2ccc(F)cc2)c(O)c1C=NCCCn1ccnc1
→ 1.1	1.1	1	-1	1	-3	-8	4	-3	1
O=C(c1ccc(Cl)cc1)C12CN3CN(CN(C3)C1)C2
→ 1	1	0.8	0	0.9	-5	2	18	-3	1
C[C@]12CCC(=O)C[C@@H]1CC[C@@H]1[C@@H]2CC[C@@]2(C)[C@H]1CC[C@]2(C)O
→ 1	1	1.1	-11	1.1	nt	1	-6	-10	1.1
COc1cccc(CCNCc2cccc(C(F)(F)F)c2)c1
→ 1	1	0.9	-8	1	5	-5	8	-4	1
CCCCn1c(=O)c(C(=O)Nc2ccsc2C(=O)OC)c(O)c2ccccc21
→ 1.2	1	0.9	-15	1.1	53*	-24	5	-1	1
CC(C)C[C@H]1C(=O)N2CCCC2[C@]2(O)O[C@](NC(=O)[C@@H]3C=C4c5cccc6[nH]cc(c56)CC4N(C)C3)(C(C)C)C(=O)N12 (stereo not given in full)
→ 1.1	1	0.8	-2	0.5	59*	-12	24	6	0.9
CN(C)CC1CSCCC1(O)c1ccc(C(F)(F)F)cc1 (stereo not given)
→ 1	1.1	0.9	-14	1	19	-2	6	3	1
CCCCn1c(O)c(C(CC)=Nc2ccc(OCC)cc2)c(=O)[nH]c1=O
→ 0.9	0.9	0.9	-4	0.9	17	9	8	-5	1.1
Cc1ccc(-n2c(O)c(C=Nc3ccccc3N)c(=O)[nH]c2=O)cc1C
→ 1.1	0.9	0.8	-64	0.7	1	-7	19	-6	1.1
O=c1[nH]c(=O)n(CCC2=CCCCC2)c(O)c1C=NCCN1CCNCC1
→ 1.1	1	0.8	2	0.9	3	-6	18	-5	1
Cc1ccc(-n2c(C)cc(/C=C3/C(=O)NC(=O)N(Cc4ccco4)C3=O)c2C)cc1
→ 0.9	0.9	0.8	11	1	-6	6	16	4	1
Cc1c(C=O)c2ccccc2n1Cc1ccc([N+](=O)[O-])cc1
→ 1	1	0.8	-9	1.1	6	1	17	-6	1.1

3 structures from above, ordered by molar mass, lowest first.
Every second line gives: bIAP activator	PMI act	Diaph act CS	TNAP inh noacc	PMI act satM6P	L major viab	bIAP inhibitor	Diaph inh CS	TNAP inh hiacc	TNAP act hiacc
CN(C)CC1CSCCC1(O)c1ccc(C(F)(F)F)cc1 (stereo not given)
→ 1	1.1	0.9	-14	1	19	-2	6	3	1
CCCCN1CCC(O)(c2ccccc2)C(C(=O)c2ccccc2)C1 (stereo not given)
→ 1.1	1.1	1	-9	1.1	97*	-12	-4	-3	1
Cc1cccc(OCC(=O)N2CCN(Cc3ccc4c(c3)OCO4)CC2)c1
→ 1.1	0.9	0.8	-14	0.9	83*	-13	20	-6	1.1

Further compounds follow:
Every second line gives: bIAP activator	PMI act	Diaph act CS	TNAP inh noacc	PMI act satM6P	L major viab	bIAP inhibitor	Diaph inh CS	TNAP inh hiacc	TNAP act hiacc
O=c1[nH]c(=O)n(C2CCCCC2)c(O)c1C1NCCc2ccccc21 (stereo not given)
→ 1	1	1	-4	1.1	-8	2	-5	0	1
O=c1c2ccccc2nc(-c2ccc(Cl)cc2Cl)n1-c1nccs1
→ 0.8	0.9	0.8	-3	0.9	42	24	20	-7	1.1
COc1ccc(P2(=O)Nc3ccccc3N2)cc1
→ 1	0.8	0.7	-9	0.5	11	2	31	-1	1
CCN1CCC2(CCNC2)C1 (stereo not given)
→ 1	1.1	1.1	-9	1.1	-8	2	-9	-4	1
CC1CN(O)C2CCc3nonc3C12O (stereo not given)
→ 1	1	0.9	-9	1.2	10	3	15	-4	1
O=C(CN1CCCCC1)c1ccccc1Cl
→ 1	1.7	1	-3	2*	25	-3	-1	-1	1
CCCOC(=O)C1C2c3ccccc3C(c3ccccc32)C1C(=O)O (stereo not given)
→ 1.1	0.9	0.9	-11	1	-6	-14	6	-7	1.1
Cc1ccccc1OP(N)(=O)Oc1ccccc1C
→ 1	1	1	-13	1	-5	-2	0	-5	1.1
CCN(CC)c1ccc(CN2CC=C(c3ccc(F)cc3)CC2)cc1
→ 0.9	1	0.9	1	1.1	96*	14	10	-1	1
CCC(C)N1C(=O)NC(=O)C2(Cc3cc(C)ccc3N(C)C2)C1=O (stereo not given)
→ 1	1.7	0.8	-9	1.9	-2	-2	16	-6	1.1
Cn1c(O)c(C(c2ccccn2)c2c(O)n(C)c(=S)n(C)c2=O)c(=O)n(C)c1=S
→ 0.8	1.2	0.8	-8	1.8	-9	23	16	20	0.8
CNC(=O)ON(C(=O)NC)C1N(C)C(=S)SC1(C)C (stereo not given)
→ 1	0.8	0.9	-8	0.9	43	-2	7	-1	1
CN1CCc2c(c(N3CCCCC3)nc3n[nH]c(N)c23)C1
→ 1	1	1	-12	1	-2	-3	3	-6	1.1

Bioassay records (PubChem BioAssay)
